SRC3 inh: inhibitors of human steroid receptor coactivator 3 (SRC3). 360,000 tested, 0.17% active. Q9Y6Q9. inhibition, % at 3.6 µM. HEK293 GAL4-SRC3 luciferase reporter, luminescence;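 active = inhibition above a per-campaign cutoff, the mean of all compounds plus 3 SD, cut at about 60% in these data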;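 also: 0% = DMSO-treated cells and 100% = gossypol-treated cells at 36 µM; higher means less SRC3-driven luciferase light from the GAL4 reporter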
Target sequence (Q9Y6Q9 whole entry, looked up, the tested form may be a part): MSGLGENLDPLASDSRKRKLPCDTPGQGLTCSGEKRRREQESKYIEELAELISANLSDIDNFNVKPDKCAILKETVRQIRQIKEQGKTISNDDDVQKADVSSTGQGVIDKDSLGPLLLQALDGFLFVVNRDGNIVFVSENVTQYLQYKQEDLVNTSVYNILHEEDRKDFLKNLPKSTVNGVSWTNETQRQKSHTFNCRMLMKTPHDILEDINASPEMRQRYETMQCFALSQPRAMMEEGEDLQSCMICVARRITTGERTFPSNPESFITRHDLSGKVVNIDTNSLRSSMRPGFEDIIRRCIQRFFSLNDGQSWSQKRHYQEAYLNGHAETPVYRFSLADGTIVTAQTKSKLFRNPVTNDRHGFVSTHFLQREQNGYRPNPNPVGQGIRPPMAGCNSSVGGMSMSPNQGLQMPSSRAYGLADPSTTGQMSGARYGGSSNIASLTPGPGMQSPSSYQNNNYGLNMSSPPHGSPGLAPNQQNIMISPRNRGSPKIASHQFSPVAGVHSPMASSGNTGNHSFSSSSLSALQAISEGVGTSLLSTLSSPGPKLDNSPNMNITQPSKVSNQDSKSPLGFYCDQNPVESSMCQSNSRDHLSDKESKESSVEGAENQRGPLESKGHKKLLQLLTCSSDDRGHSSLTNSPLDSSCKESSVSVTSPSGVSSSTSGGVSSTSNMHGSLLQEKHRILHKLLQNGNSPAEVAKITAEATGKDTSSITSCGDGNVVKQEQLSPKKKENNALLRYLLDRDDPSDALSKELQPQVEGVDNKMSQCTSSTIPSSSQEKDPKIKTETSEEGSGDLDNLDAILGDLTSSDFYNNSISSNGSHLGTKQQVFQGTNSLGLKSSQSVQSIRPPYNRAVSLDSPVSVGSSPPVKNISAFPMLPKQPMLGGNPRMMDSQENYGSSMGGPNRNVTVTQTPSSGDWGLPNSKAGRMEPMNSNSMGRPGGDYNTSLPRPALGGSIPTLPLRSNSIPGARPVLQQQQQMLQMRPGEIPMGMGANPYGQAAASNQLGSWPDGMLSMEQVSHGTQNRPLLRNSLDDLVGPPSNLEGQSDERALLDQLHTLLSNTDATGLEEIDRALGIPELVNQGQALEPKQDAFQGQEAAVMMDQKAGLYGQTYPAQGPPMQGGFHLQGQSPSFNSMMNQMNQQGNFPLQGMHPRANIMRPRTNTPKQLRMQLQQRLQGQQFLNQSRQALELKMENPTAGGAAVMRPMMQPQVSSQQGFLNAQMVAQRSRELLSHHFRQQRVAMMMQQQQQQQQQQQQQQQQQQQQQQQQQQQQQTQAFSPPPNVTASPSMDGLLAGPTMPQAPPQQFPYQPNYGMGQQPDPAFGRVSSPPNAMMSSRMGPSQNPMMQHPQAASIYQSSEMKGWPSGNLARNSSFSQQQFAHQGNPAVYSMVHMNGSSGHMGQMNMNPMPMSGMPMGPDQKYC
NCOA2 inhibitor: inhibits human steroid receptor coactivator 2. Q15596. HEK293 GAL4-SRC2 luciferase reporter, luminescence. inhibition, % at 9 µM. 370,000 tested, 0.17% active. AID 651957;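 active = inhibition above the mean inhibition of all tested compounds plus 3 SD, set per campaign, cut at about 52% in these data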;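 also: 0% = DMSO treated cells and 100% = cells given Gossypol at 36 µM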
KKLEB cytotox: CF airway cell cytotoxicity counter-screen; KKLEB CF airway cells viability, ATPlite luminescence, overnight; hits give low values; cells stimulated with P. aeruginosa culture filtrate; activity change (cytotoxicity), % at 5 µM; 360,000 tested, 0.36% active;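 active = corrected activity change at or below -50% at 5 µM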
TRAIL sens C8: caspase-8 TRAIL sensitization; 360,000 tested, 1% active; NB7+C8 cells + TRAIL, ATPlite viability luminescence; inhibition (viability loss, TRAIL sensitization), % at 10 µM;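 active = compounds causing at least 50% loss of cell viability in the single-dose screen, relative to plate controls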
NCOA1 inh: human NCOA1 inhibition. HEK293 GAL4-SRC1 luciferase reporter, luminescence. Q15788. inhibition, % at 3.6 µM. 360,000 tested, 0.12% active;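 active = inhibition above the campaign mean plus 3 SD, with each screening campaign given its own cutoff, cut at about 60% in these data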;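 also: 0% = DMSO treated cells and 100% = gossypol at 36 µM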
NR2F2 inh: NR2F2 (human) inhibition, primary screen; P24468; HEK293T NGFI-A luciferase reporter, luminescence; inhibition, % at 8.6 µM; 370,000 tested, 0.7% active;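 active = inhibition above a per-plate cutoff, mean inhibition of test wells between control levels plus 3 SD, cut at about 38% in these data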;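 also: cells cotransfected with COUP-TFII expression vector driving the NGFI-A reporter; 0% = median of COUP-TF2 test wells and 100% = reporter-only cells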
TROY signal inh: TROY signaling inhibition; Q293 LMP1-TROYcd NF-kB luciferase reporter, 4 h; inhibition, % at 10 µM; 360,000 tested, 0.98% active; AID 1347056;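 active = compounds whose plate-normalised and pattern-corrected inhibition of the luciferase reporter signal at the single screening dose is 50% or more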
TWEAK Fn14 block: TWEAK-Fn14 signaling inhibition; 360,000 tested, 2% active; inhibition, % at 10 µM; TWEAK-stimulated Fn14 reporter cells, luciferase luminescence, 8 h; in the data active = inhibition above about 50%
LMP1 NFkB inh: inhibitors of Epstein-Barr LMP1-induced NF-kappaB reporter; LMP1-induced NF-kappaB luciferase reporter cells, luminescence; inhibition, % at 12.5 µM; 350,000 tested, 0.69% active; AID 504558; in the data active = inhibition above about 41%;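 also: 0% = neutral control wells and 100% = reference inhibitor control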
LRH-1 inv ag: suppresses constitutive activity of human LRH-1. O00482. HEK293T StAR-luciferase reporter, LRH-1 transfected, 24 h. inhibition, % at 3.6 µM. 360,000 tested, 0.13% active. AID 602396;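 active = inhibition above the mean inhibition of all tested compounds plus 3 SD, cut at about 73% in these data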;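 also: 0% = DMSO wells and 100% = reporter-only cells lacking LRH-1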
CF NFkB block: inhibitors of cystic fibrosis induced NF-kB | KKLEB NF-kB-GFP reporter, PAF-induced, GFP fluorescence overnight | inhibition, % at 5 µM | 360,000 tested, 0.86% active;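 active = at least 50% inhibition at 5 µM, scaled per plate between neutral and stimulator controls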;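 also: PAF is a Pseudomonas aeruginosa culture filtrate used as stimulus; plate controls were PAF-stimulated DMSO wells for no effect and unstimulated DMSO wells for full effect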
* marks the source's active call; other numbers are inactive results; nt = no result given. Rows were taken by chance; about 4.2% have a hit in one of these screens.

Start of the listing, in advance:
SMILES	SRC3 inh	NCOA2 inhibitor	KKLEB cytotox	TRAIL sens C8	NCOA1 inh	NR2F2 inh	TROY signal inh	TWEAK Fn14 block	LMP1 NFkB inh	LRH-1 inv ag	CF NFkB block
Cn1[nH]c(C(F)(F)F)c(C=Nc2ccc(Cl)cc2)c1=O	5	9	7	-6	-2	-5	10	3	-18	19	-2
COc1cccc(CN2CC(C(=O)N3CCN(c4ccc(Cl)cc4)CC3)CCC2=O)c1 (stereo not drawn)	1	7	-5	1	-1	23	2	3	-19	11	13

Results (from the top)
SMILES	SRC3 inh	NCOA2 inhibitor	KKLEB cytotox	TRAIL sens C8	NCOA1 inh	NR2F2 inh	TROY signal inh	TWEAK Fn14 block	LMP1 NFkB inh	LRH-1 inv ag	CF NFkB block
Cn1[nH]c(C(F)(F)F)c(C=Nc2ccc(Cl)cc2)c1=O	5	9	7	-6	-2	-5	10	3	-18	19	-2
COc1cccc(CN2CC(C(=O)N3CCN(c4ccc(Cl)cc4)CC3)CCC2=O)c1 (stereo not drawn)	1	7	-5	1	-1	23	2	3	-19	11	13
Cc1cc(C)c(C)c(OCC(=O)NCc2nc(-c3ccccc3)no2)c1	8	10	-2	-2	-14	-5	23	-10	-26	5	7
COc1ccccc1NC(=O)CN(C)S(=O)(=O)c1ccc2c(c1)CCC(=O)N2	0	-12	-7	1	-6	-1	10	-4	-5	13	-4
Cc1c(NC(=O)CCc2ccc(S(=O)(=O)N3CCOCC3)cc2)c(=O)n(-c2ccccc2)n1C	-2	-12	-1	4	1	3	10	-7	-9	7	2
CC(C)Nc1oc(-c2cccc3ccccc23)nc1C#N	-44	-47	3	8	-34	5	-57	-25	-12	-46	2
COc1ccc2nc(SCC(=O)NC3CCCCC3)[nH]c2c1	-7	-1	4	13	4	-11	-7	7	-9	6	7
CC(=O)N1CCN(c2ccccc2NC(=O)c2ccc(C#N)cc2F)CC1	-4	-8	-9	0	6	-23	11	-26	2	20	18
CCOc1ccccc1N1CCN(C(=O)COc2ccc3c(C)cc(=O)oc3c2)CC1	-14	15	7	-2	-20	14	18	-34	-19	18	21
COc1ccc(S(=O)(=O)N2CCN(C(=O)CN3C(=O)NC(C)(c4ccc5ccccc5c4)C3=O)CC2)cc1 (stereo not drawn)	-21	-16	0	-13	19	-6	16	16	6	-15	5
COCC(=O)N(Cc1cc2ccccc2[nH]c1=O)c1ccc(OC)cc1	6	-30	4	-4	2	1	-2	7	-6	1	9
O=C(NNC(=O)c1ccccc1OCc1ccccc1)c1ccccc1O	19	-35	-9	7	15	10	0	-24	20	24	-4
CCOC(=O)c1ccccc1NC(=O)c1ccccc1N(C)S(C)(=O)=O	-32	9	-3	17	1	1	-1	-1	-6	26	8
CN(C)CCCNS(=O)(=O)c1cc(Cl)ccc1Cl	-6	-18	4	-19	5	1	8	-7	-3	8	0
Cc1c(NC(=O)Nc2cccs2)cccc1[N+](=O)[O-]	5	-66	12	3	-8	2	12	0	-2	8	-21
O=C(CC(=O)c1c(F)cccc1Cl)c1ccccc1O	-13	-46	-2	10	-8	2	-39	15	-1	5	-1
Cc1ccc(S(=O)(=O)N2CCC[C@H]2C(=O)OCCN2C(=O)c3ccccc3C2=O)cc1	-17	-11	9	-7	-5	-5	-8	7	3	-6	-2
O=C(O)COc1ccccc1Cc1ccccc1	1	-17	-3	-4	-1	0	-7	16	5	12	5
Cc1ccc(S(=O)(=O)N2CCCC2C(=O)Oc2ccccc2)cc1 (stereo not drawn)	4	-12	14	-12	11	17	-5	-19	-12	9	-5
O=C(Cn1c(NCCO)nc2ccccc21)c1ccc(Cl)cc1	-1	13	-5	0	-11	4	21	10	0	-20	11
COc1ccccc1C(=O)Nc1cccc(C(=O)c2ccccc2)c1	-7	-11	17	4	1	-16	-54	-3	6	27	-18
CCN(CC)C(=O)c1sc(NC(=O)c2cccc([N+](=O)[O-])c2)c(C#N)c1C	14	-22	3	7	-4	-11	-32	-15	5	-9	10
O=C(c1ccccc1)N1N=C(c2ccccc2O)CC1c1ccccc1 (stereo not drawn)	4	1	-11	-7	-11	11	6	0	7	-6	15
O=C(NCCN1CCOCC1)c1sc2cc(Cl)ccc2c1Cl	-14	-39	10	-10	-4	-25	-13	-36	-3	-19	-10
CC(C)(C)OC(=O)N1CCC(c2c(C(=O)NC3CC3)cnn2-c2ccc(Cl)cc2)CC1	-31	10	22	7	-32	4	21	2	-1	1	3
CCN1C(C)=C(C)S/C1=C1\SC(=S)N(C2CCCCC2)C1=O	9	-17	-15	-6	8	-4	21	7	3	8	9
CCCCOn1c(C)c(C(=O)OCC)c2c3no[n+]([O-])c3ccc21	-13	-20	0	0	-8	-18	-18	-23	0	-9	9
C#CCOCCOCCOCCNc1nc(N2CCN(C(=O)Cn3cc(CCO)nn3)CC2)nc(N2CCN(C(=O)Cn3cc(CC(C)O)nn3)CC2)n1 (stereo not drawn)	0	0	-4	2	-18	-16	1	17	-3	0	3
O=C1CCCN1c1ccc(S(=O)(=O)NCCOc2ccccc2)cc1	13	26	6	-1	15	-3	5	4	20	9	-6
O=C(CCNS(=O)(=O)c1ccc(Cl)cc1)N1CCCC1	-39	-11	11	-7	-3	3	-6	-3	1	7	-3
COc1cccc(COC(=O)C(Cc2ccccc2)NC(=O)c2ccco2)c1 (stereo not drawn)	17	-22	0	-5	6	1	-8	20	0	-14	2
O=C(Nc1ccc2c(c1)OCCO2)c1cc(-c2ccccn2)nc2ccc(Br)cc12	0	-9	-32	-6	7	20	30	29	5	12	62*
CC(=O)c1sc(NC(=O)CN2C(=O)C3CC=CCC3C2=O)nc1-c1ccccc1 (stereo not drawn)	10	-24	16	-10	-11	-9	-1	19	-5	-25	-15
CCn1ncc(Br)c1C(=O)Nc1cc(C)ccc1F	-3	6	0	-9	-5	-1	16	21	3	6	4
COc1ccc(-c2noc(N3CCC(C(=O)Nc4ccccc4F)CC3)n2)cc1	-5	-15	-14	-2	-9	-3	-18	11	20	-14	27
CCN(CC(=O)NCc1cccs1)C(=O)c1cccc(S(=O)(=O)Nc2ccc(OC)cc2)c1	8	2	-10	-3	-4	-11	-3	6	-2	1	19
Cc1ccc(-n2c(SCc3ccc(C#N)cc3)nnc2-c2ccccn2)cc1	11	6	-6	-1	-9	10	-4	-6	-3	8	-4
Cc1cccc(-c2nc3cc(NC(=O)C4CCCO4)ccc3o2)c1 (stereo not drawn)	-52	-28	-10	63*	-96	-28	47	68*	-4	-118	-8
COc1ccc2nc(NC(=O)Cn3cnc4ccccc4c3=O)sc2c1	-4	-34	-4	-2	1	-20	-9	-7	-7	-57	12
CN(c1ccccc1)S(=O)(=O)c1ccc2ccccc2c1	-24	-14	-4	13	-20	26	-16	3	2	-22	-11
Cc1cc(O)c(Sc2ccccc2)c(=O)o1	4	9	-7	-8	-17	-1	-3	-4	nt	4	13
COc1cccc(/C=C2\SC(=S)N(CCC(=O)Nc3ccc(O)cc3)C2=O)c1	-16	-16	13	-1	-8	-11	5	25	-1	6	13
Cc1ccc(Sc2ncccc2C(N)=O)cc1	16	0	1	18	-2	-9	-6	5	1	4	-4
COCCCn1c(=O)c2ccccc2n(CC(=O)NC2CCCCC2)c1=O	13	0	-9	-14	-5	-4	-11	13	-1	-3	-16
COc1ccc(C(C#N)N2N=C(C)CC2c2ccccc2)cc1OC (stereo not drawn)	3	-33	8	-7	9	-6	-6	7	4	3	2
Cc1cccc(NC(=O)c2ccccn2)c1C	-63	-42	-2	-4	-52	-21	-46	-10	-18	-70	-5
COc1cccc(NC(=O)c2cccc(Cl)c2)c1	-79	-23	6	35	-63	-39	-81	-11	-26	-150	-18
CC1CCCCC12NC(=O)N(CC(=O)NCc1ccccc1)C2=O (stereo not drawn)	1	-18	-18	1	2	-7	9	8	-2	3	24
Cc1ccc(NC(=O)CCc2nnc3ccc(N4CCN(C)CC4)nn23)cc1F	16	16	-16	-4	8	2	-2	6	5	-2	-10
C#CC1(O)CC(C)NCC1(C)CCC#N (stereo not drawn)	11	-5	1	-12	5	2	21	-4	-3	-2	-1
COCCNC(=O)CCCn1c(=O)c2cc(OC)c(OC)cc2n(CC(=O)c2ccccc2)c1=O	0	-20	-12	-20	14	6	-6	4	-1	12	-3
COc1ccccc1CNC(=O)c1cc(C(C)C)nc2ccccc12	13	1	-8	6	12	-6	-23	16	-2	-2	-17
Cc1[nH]c2ccccc2c1-c1csc(NC(=O)CSCC(=O)O)n1	18	17	8	7	-8	-18	-13	-17	-6	12	-29
COc1ccc(-c2nc3cc(C)c(Br)c(C)n3c2CC(C)(C)C)cc1OC	9	-6	5	-4	13	11	-26	-3	nt	-3	-3
Cc1c(NC(=O)C2CCCNC2=O)c(=O)n(-c2ccccc2)n1C (stereo not drawn)	10	-7	-3	2	-10	-6	2	1	-6	4	3
O=C(N=NC(=O)c1ccc2c(O)n(CC3CCCO3)c(O)c2c1)c1cccnc1 (stereo not drawn)	21	-6	-2	-5	-2	0	1	11	3	-1	8
COC(=O)c1c(C)cc(C)c2c1CC(C)(C)C2=O	2	10	-2	12	10	-10	17	9	1	12	30
COc1ccc2oc(=O)c(-c3nnc(N)s3)cc2c1	-42	-94	7	-2	-42	-37	-94	-29	-25	-34	-58
CCN1CCCC1CNC(=O)C(=O)NC(C)c1ccccc1 (stereo not drawn)	22	-21	-5	17	1	-9	8	-8	3	4	12
COc1ccc(Cn2nnnc2CN2CCOCC2)cc1	25	-27	1	-20	3	-2	6	-8	-14	7	-1

Results in LMP1 NFkB inh and NCOA2 inhibitor, for some of the entries so far:
| Compound | LMP1 NFkB inh | NCOA2 inhibitor |
| --- | --- | --- |
| Cc1ccc(NC(=O)CCc2nnc3ccc(N4CCN(C)CC4)nn23)cc1F | 5 | 16 |
| Cc1cccc(NC(=O)c2ccccn2)c1C | -18 | -42 |
| COCCNC(=O)CCCn1c(=O)c2cc(OC)c(OC)cc2n(CC(=O)c2ccccc2)c1=O | -1 | -20 |

(next part)
SMILES	SRC3 inh	NCOA2 inhibitor	KKLEB cytotox	TRAIL sens C8	NCOA1 inh	NR2F2 inh	TROY signal inh	TWEAK Fn14 block	LMP1 NFkB inh	LRH-1 inv ag	CF NFkB block
COc1cc(C(=O)OC(C)CN2C(C)CCCC2C)cc(OC)c1OC (stereo not drawn)	-3	23	0	3	-11	5	1	-5	5	1	-13
CN1C(=O)NC(c2ccccc2Cl)C2=C1CC(C)(C)CC2=O (stereo not drawn)	0	-25	-3	-2	-3	-2	0	8	-4	1	9
COc1ccc(P(=O)(COc2ccc([N+](=O)[O-])cc2)c2ccc(OC)cc2)cc1	14	-20	-8	-7	-74	-16	-10	10	11	-11	10
Cn1nnnc1Sc1ncnc2scc(-c3cccc(Br)c3)c12	40	43	-52*	25	43	0	67*	99*	78*	5	80*
CC(C)(C)NC(=O)Nc1ccc(F)c(Cl)c1	4	-23	-5	-2	5	-3	2	5	4	-13	20
O=C(c1ccccc1)c1ccc(OCCCN2CCCCC2)cc1	8	-28	3	12	-7	5	-23	-26	-8	-23	-2
CC(C)Oc1cccc(C(=O)C2CCCN(Cc3ccc(Oc4ncccn4)cc3)C2)c1 (stereo not drawn)	-13	-27	-1	7	-7	10	13	8	8	12	0
Cc1cccc(NC(=O)c2nc[nH]c2C(=O)N[C@@H](C)CO)c1	-10	7	5	-4	8	7	-12	-13	7	24	-22
Nc1nnc(SCC(=O)Nc2cccc(S(=O)(=O)N3CCCCC3)c2)s1	-6	-18	-18	-15	2	11	0	13	-5	6	-5

Screens as filed in PubChem BioAssay.
